# NPY-Y1 antag = blocks the human neuropeptide Y Y1 receptor. P25929. HEK293-CNG Y1 cells, membrane potential fluorescence; NPY at EC95, then isoproterenol. inhibition, % at 3.6 µM. 1% of 200,000 active. AID 1040;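 active = inhibition above the campaign mean inhibition of all tested compounds plus 3 SD, cut at about 20% in these data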;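 note: 0% = DMSO wells given NPY plus isoproterenol and 100% = isoproterenol alone without NPY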
#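 Assay system: HEK293 cells with Y1 receptor plus CNG channel | Probe or stimulus: NPY (25 nM), isoproterenol (1 µM), Ro 20-1724 (25 µM) | Timing: Compound incubation 1 h at room temperature, readout 45 min post-stimulation | Measured by: Membrane-potential fluorescent dye readout | Benchmarks: High control isoproterenol alone, low control NPY with isoproterenol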
# RBBP9 inhibitor = inhibitors of human serine hydrolase RBBP9; recombinant RBBP9, FP-Rh probe fluorescence polarization; inhibition, % at 7.94 µM; 0.2% of 220,000 active; O75884;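 active = inhibition above the campaign mean of all tested compounds plus 3 SD, cut at about 14% in these data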;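 note: plate controls were DMSO wells with RBBP9 for no effect and wells lacking RBBP9 protein for full effect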
# Target sequence (O75884 whole entry, looked up): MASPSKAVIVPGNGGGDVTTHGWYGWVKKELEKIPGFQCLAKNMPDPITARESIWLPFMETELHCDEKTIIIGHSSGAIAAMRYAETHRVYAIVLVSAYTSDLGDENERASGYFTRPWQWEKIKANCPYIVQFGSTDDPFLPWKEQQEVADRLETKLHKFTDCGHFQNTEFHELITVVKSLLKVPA
#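 System: RBBP9 protein / Quantity: 2.5 µM RBBP9 dispensing solution, before mixing / Also added: Serine-hydrolase probe FP-Rh, 375 nM pre-mixing / Dosing: 7.94 µM single dose, 0.794% DMSO / Timing: enzyme-compound preincubation 30 min, then probe labeling 45 min, 25 °C / Signal: FP readout at 525/598 nm / Controls: DMSO-treated enzyme wells and wells lacking RBBP9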
# NPY1 pot ag = potentiators or agonists of human neuropeptide Y receptor Y1. NPY-Y1 expressing cells, potentiator/agonist activation. 0.37% of 220,000 active. activation, % at 3.6 µM. P25929. AID 1304; in the data active = activation above about 33%, passing the limit was not always enough;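 note: cells stimulated with NPY at EC10 then isoproterenol at EC100; 0% = low agonist plus stimulus and 100% = saturating agonist plus stimulus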
# p97 ATPase inh = blocks human p97 ATPase activity; recombinant p97 ATPase, Kinase-Glo ATP luminescence, 3 h; inhibition, % at 8 µM; 0.42% of 220,000 active; AID 1481; in the data active = inhibition above about 15%;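 note: 0% = DMSO vehicle and 100% = wells lacking enzyme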
# MDM2 E3 inh = inhibitors of human Mdm2 E3 ubiquitin ligase | 0.11% of 210,000 active | Q00987 | cell-based MDM2 ubiquitination luciferase reporter, 2 h; 0 = plate control, 100 = twice control, blank-subtracted | signal enhancement, % at 5 µM;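 active = signal enhancement of 30% or more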;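 note: luminescence tracks abundance of the self-degrading MDM2-luciferase fusion protein; higher signal means inhibition of MDM2 E3 ligase activity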
# Target sequence (Q00987 whole entry, looked up, the tested form may be a part): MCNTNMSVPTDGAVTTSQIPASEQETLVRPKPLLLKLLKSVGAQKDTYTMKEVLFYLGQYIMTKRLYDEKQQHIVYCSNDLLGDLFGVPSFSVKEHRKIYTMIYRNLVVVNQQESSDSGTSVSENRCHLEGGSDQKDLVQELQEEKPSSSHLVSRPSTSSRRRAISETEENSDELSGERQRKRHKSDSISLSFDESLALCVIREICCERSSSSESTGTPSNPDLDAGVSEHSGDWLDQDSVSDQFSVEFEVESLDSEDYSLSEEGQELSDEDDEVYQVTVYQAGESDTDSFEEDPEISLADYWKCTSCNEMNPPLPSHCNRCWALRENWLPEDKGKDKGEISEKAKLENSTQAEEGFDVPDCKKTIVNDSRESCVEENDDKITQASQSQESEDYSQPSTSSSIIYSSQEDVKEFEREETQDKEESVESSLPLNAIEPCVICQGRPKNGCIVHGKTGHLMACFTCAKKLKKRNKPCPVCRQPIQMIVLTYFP
#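 Timing – 2 h compound exposure at 37 °C · Assay system – mammalian cells stably expressing self-ubiquitinating, self-degrading MDM2 E3–luciferase fusion · Amount – 2000 cells seeded into each well · Measure – % luminescence enhancement versus blank-corrected plate control mean · Measured by – SteadyLite luminescence, 15 min reagent step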
# Runt-SMMHC FRET = Runt domain-CBFb-SMMHC interaction inhibition; inhibition, % at 20 µM; AID 1434; 0.74% of 220,000 active; Q01196+Q13951; Cerulean-Runt/Venus-CBFb-SMMHC FRET ratio 530/480, 1 h;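 active = mean inhibition across duplicate retests at 20 µM reaching about 50%, limit read from the data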;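 note: 0% = DMSO wells and 100% = wells with excess untagged CBFb-SMMHC; inhibitors lower the FRET ratio by blocking Runt binding to CBFb-SMMHC; some results filed as inactive read as strong as hits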
# Runt-CBFb FRET = Runt domain-CBFb interaction inhibition | Q01196+Q13951 | Cerulean-Runt/Venus-CBFb FRET ratio 530/480, 1 h | inhibition, % at 20 µM | 0.46% of 220,000 active;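 active = inhibition over about 50% at 20 µM in the single-dose screen, limit read from the data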;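 note: 0% = DMSO wells and 100% = excess unlabeled CBFb competitor control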
#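 Buffer or medium: Tris pH 7.5 buffer with BSA. Assay system: Cerulean-labeled Runt domain protein. Amount: each fluorescent fusion protein 100 nM. Read-out basis: loss of energy transfer signal. Incubation: 1 h compound exposure, room temperature. Probe or stimulus: Venus-CBFb binding partner, 100 nM. Detection: FRET, excitation 422 nm, emission at 530 and 480 nm.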
# NPY2 pot ag = potentiators or agonists of human neuropeptide Y receptor Y2; P49146; cells expressing NPY-Y2, potentiator/agonist read-out; activation, % at 3.6 µM; 0.45% of 220,000 active; AID 1359; in the data active = activation above about 27%;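 note: cells stimulated with NPY near EC25 plus isoproterenol at EC100; 0% = vehicle plus submaximal agonist and 100% = vehicle plus saturating agonist; some results beyond the cut were filed as inactive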
# Target sequence (P49146 whole entry, looked up): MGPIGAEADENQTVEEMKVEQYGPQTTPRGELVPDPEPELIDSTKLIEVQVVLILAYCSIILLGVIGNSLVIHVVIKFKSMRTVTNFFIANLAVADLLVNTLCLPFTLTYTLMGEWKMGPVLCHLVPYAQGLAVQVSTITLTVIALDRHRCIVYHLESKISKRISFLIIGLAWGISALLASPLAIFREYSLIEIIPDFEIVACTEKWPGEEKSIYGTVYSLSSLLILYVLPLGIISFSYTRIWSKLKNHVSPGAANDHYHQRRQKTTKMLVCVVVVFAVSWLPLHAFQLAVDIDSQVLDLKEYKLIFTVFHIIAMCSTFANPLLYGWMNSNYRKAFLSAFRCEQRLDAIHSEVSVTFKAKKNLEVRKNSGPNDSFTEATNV
# Hck Nef HTS = inhibitors of human Hck kinase activated by Nef; P08631; Recombinant Hck-YEEI plus Nef, Z-Lyte FRET kinase assay; inhibition, % at 20 µM; 0.68% of 220,000 active; AID 463187;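 active = Hck-Nef kinase inhibition above about 50%, limit read from the data; inactive = inhibition below that limit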;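 note: 0% = DMSO with Hck plus Nef and 100% = Hck alone without Nef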
# * hit, by the source's call; . = not tested or not shown.
SMILES,NPY-Y1 antag,RBBP9 inhibitor,NPY1 pot ag,p97 ATPase inh,MDM2 E3 inh,Runt-SMMHC FRET,Runt-CBFb FRET,NPY2 pot ag,Hck Nef HTS
COc1cc2c(cc1OC)CN(C(=O)c1ccc([N+](=O)[O-])o1)CC2,.,-12,8,5,-27,4,0,-9,17
CCOC(=O)c1ccc(Oc2nc(NC)nc(Nc3ccccc3)n2)cc1,-2,-1,-22,-2,-5,1,-4,-21,2
Cc1occc1C(=O)NNC(=O)NC12CC3CC(CC(C3)C1)C2,-5,-1,-8,6,-17,1,1,6,-11
C/C(=N\OC(=O)c1ccccc1)c1cc(-c2ccc(Cl)cc2)no1,1,-1,21,1,-17,-1,-1,-11,-1
CC(=O)Nc1ccc(S(=O)(=O)NCC(=O)NC(C)c2ccc(S(N)(=O)=O)cc2)cc1 (stereo unspecified),.,-10,-5,3,6,-1,2,-1,10
CCCN(C(=O)CCl)C1=CCCCC1,-1,-3,-1,3,-12,-3,-3,-2,-36
CCOc1ccc(-n2cnnn2)cc1S(=O)(=O)Nc1c(C)cccc1C,1,-12,-6,-6,2,0,0,11,-27
NC(=O)NCc1ccc(F)cc1,-1,1,22,2,-12,-1,0,8,-2
CCOc1ccc(S(=O)(=O)Nc2nc3ccccc3nc2N2CCN(C)CC2)cc1,6,-2,-26,0,2,1,3,0,1
C#CCOCCOCCOCCNc1nc(N2CCN(C(=O)C(Cc3ccc(O)cc3)n3cc(C(N)CC(C)C)nn3)CC2)nc(N2CCN(C(=O)C(Cc3cc4ccccc4[nH]3)n3cc(C(N)C(C)CC)nn3)CC2)n1 (stereo unspecified),-7,-4,12,14,.,10,2,16,17
Cc1nc2ccc(NC(=O)Cc3ccc4c(c3)OCCO4)cc2s1,1,-9,-1,4,-17,0,-1,3,3
CC(C)c1ccc(CC(NC(=O)c2ccccc2)C(=O)NCC(=O)O)cc1 (stereo unspecified),0,-8,2,2,-5,-3,-3,-7,-34
Cc1ccccc1NCC(=O)c1ccc(Br)cc1,-4,1,-3,3,1,-3,.,0,1
O=c1c2ccccc2nnn1CSc1ccccc1,1,-7,13,1,-40,2,0,0,0
COc1ccc(-c2csc3[nH]c(=S)n(-c4ccccc4)c(=O)c23)cc1OC,-2,-10,-11,-5,-1,19,17,5,6
COc1cc(NC(=O)SC2=NCCS2)cc(OC)c1,.,-3,0,-7,-7,4,-1,0,-2
Cc1ccc(S(=O)(=O)N(C)C)cc1NC(=O)COC(=O)c1ccc2c(c1)OCCO2,5,-2,-6,3,.,1,-1,-17,5
C=CCN(C(=O)CN1CCOCC1)c1nc(C)c(-c2ccccc2)s1,2,-7,-5,-8,-12,-2,-3,-10,-5
COc1ccc(CCNC(=O)c2cnccn2)cc1,.,.,.,.,-10,0,3,.,2
Cc1sc2nnn(CC(=O)N3CCN(C(=O)c4ccco4)CC3)c(=O)c2c1C,-3,-2,-11,10,.,.,.,7,2
COC(=O)c1ccccc1NC(=O)Cn1cnc2ccc(S(=O)(=O)N3CCC(C)CC3)cc2c1=O,-1,-4,8,6,12,-5,0,-2,-8
COc1ccccc1NC(=O)c1cc2cc(Br)ccc2cc1O,.,19*,96*,13,-11,-97,-29,86*,-4
CCOC(=O)C1CCCN(C2CC(=O)N(c3ccc(NC(C)=O)cc3)C2=O)C1 (stereo unspecified),0,-8,-11,-2,-9,5,0,14,-20
COC(=O)CNc1n[nH]c(=S)[nH]c1=O,-1,-6,-3,9,8,4,3,4,-2
CC(C)(C)OC(=O)NCCc1n[nH]c(=S)o1,.,-4,17,10,-62,-6,4,13,-1
Cc1ccc2c(c1)C(O)(c1c(C)[nH]c3ccccc13)C(=O)N2 (stereo unspecified),-6,-3,0,9,-19,-8,-3,6,12
N/C(=N\OC(=O)c1ccc(Cl)c(Cl)c1)c1ccccn1,-2,-6,9,-1,-41,0,-3,-6,-1
CCCn1c(=O)c2[nH]cnc2n(-c2ccccc2C)c1=O,.,-13,-5,-7,-7,0,0,-17,-10
N#Cc1cn(CCOC(=O)c2cccc(C(F)(F)F)c2)c(=O)[nH]c1=O,1,-1,4,3,19,2,0,-9,3
CC(CCc1ccccc1)NC(=O)/C=C/c1ccc(F)cc1 (stereo unspecified),6,-1,-8,3,-7,-2,-2,-13,6
O=C1COc2ccc(C(=O)COC(=O)c3sc4ccccc4c3Cl)cc2N1,0,-6,-6,-4,18,-8,-2,5,0
C=CCn1c(CSc2nc3ccccc3s2)n[nH]c1=S,3,-3,16,4,-10,2,4,1,-1
O=C(O)C1C2C=CC(C2)C1C(=O)NCc1ccc(Cl)c(Cl)c1 (stereo unspecified),14,-8,-13,-8,-6,4,-2,-8,-4
O=c1c2ccccc2c(=O)n(Cc2ccccc2)n1Cc1ccccc1,1,-7,-26,-4,-15,-6,-4,-1,0
COC(=O)c1ccc(Oc2coc3cc(OCc4ccc([N+](=O)[O-])cc4)ccc3c2=O)cc1,15,-15,-19,-2,-17,-7,-3,-7,12
Cc1c(NS(=O)(=O)c2ccc(Cl)c(C(=O)OCC(=O)NCc3ccco3)c2)c(=O)n(-c2ccccc2)n1C,9,-2,3,-5,-15,-2,-3,0,17
Cc1ccc(C(=O)NNc2nc3ccccc3nc2C(F)(F)F)cc1,1,3,-29,-1,3,-3,4,-7,0
O=C(CSc1nnnn1-c1ccccc1F)Nc1nc2ccccc2s1,6,-6,3,6,-2,-3,3,-3,4
CC(C)CC1=NC(C(F)(F)F)(C(F)(F)F)c2c(n(CC(C)C)c(=O)[nH]c2=O)N1,3,-11,2,5,-14,0,1,21,2
O=C(CCC(=O)c1cccs1)Nc1nnc(C2CC2)s1,2,-3,-11,5,-22,1,0,-5,2
CCC(=O)n1nc(-c2ccc(OC)cc2)nc1NCc1cccs1,-4,-2,3,2,-6,4,-2,-7,19
COc1cc(OC)cc(-c2cc3nc(C)c(CCC(=O)Nc4nc(C)cs4)c(C)n3n2)c1,-1,0,-22,1,.,1,-6,7,-3
CN(C(=O)CC1C(=O)NCCN1Cc1ccc(F)cc1)C1CCOCC1 (stereo unspecified),.,-8,-18,-3,-16,-2,1,9,4
COc1ccc(NC(=O)COC(=O)c2ccc(OCc3ccc(Cl)cc3Cl)c(OC)c2)c(OC)c1,1,6,-3,3,-4,1,-4,2,1
O=C(O)c1cc2ncc(CCO)cn2n1,1,-2,4,2,0,-8,-6,-9,-28
CC(O)[C@H]1CN=C(N)N1CCc1cc(C(F)(F)F)cc(C(F)(F)F)c1 (stereo partly specified),.,.,.,.,17,-2,0,.,19
Cc1cc(=O)[nH]c(N=N/C(=N/Nc2ccccc2C)c2ccccc2)n1,2,-5,10,-3,3,-4,-2,8,-1
Cc1nn(-c2ccccc2)c(Cl)c1/C=N/NS(=O)(=O)c1ccc(Br)cc1,6,-7,-13,4,-7,0,-2,-3,-20
CCOc1cccc2sc(N(CCN(CC)CC)C(=O)c3cccc([N+](=O)[O-])c3)nc12,14,0,-8,0,-7,0,0,-16,7
CCOC(=O)N1CCC(NC(=O)C2CCCN(S(=O)(=O)c3cccc4nsnc34)C2)CC1 (stereo unspecified),-7,-5,5,1,.,3,1,-4,2
COc1ccc(C(=O)/C=C/c2ccc(OC3CSC3)cc2)cc1,0,-5,-20,3,-10,0,-1,-9,4
CC(=O)NC(CCS(C)(=O)=O)C(=O)Nc1ccc(F)cc1Cl (stereo unspecified),1,-11,-17,7,6,-1,-3,23,1
Cc1cc(OCC(=O)N[C@@H](Cc2ccccc2)c2nc3ccccc3[nH]2)ccc1Cl,0,-10,-3,-8,-8,2,-1,-2,1
CCCCCC(=O)N1CCCC(c2nc(-c3ccc(OC)cc3)no2)C1 (stereo unspecified),-1,-10,25,2,3,-1,-4,6,2
O=[N+]([O-])c1ccc2c(c1)C(N1CCOCC1)/C(=C/COc1ccc(Cl)cc1Cl)O2 (stereo unspecified),12,-4,-26,-8,-3,-3,1,-20,-1
COc1ccc(/C=C2\OC(=S)N(C)C2=O)cc1,0,4,-16,3,-9,-2,-3,17,15
Cc1cc(C(F)(F)F)n2ncc(-c3cccc(Br)c3)c2n1,3,-5,-5,-4,-51,0,0,-10,12
CCN(C(=O)COC(=O)/C=C/c1c(C)nn(Cc2ccc(C)cc2)c1C)C1CCS(=O)(=O)C1 (stereo unspecified),4,1,6,2,4,1,-3,12,2
O=C(Nc1ccc(Cl)c([N+](=O)[O-])c1)c1ccc(NCCCN2CCOCC2)c([N+](=O)[O-])c1,2,-7,18,0,7,-18,-15,11,-1
Cc1ccccc1N=Nc1ccc(O)c2ncccc12,2,-10,18,1,17,-4,-7,10,3

# Arranged by SMILES length (lowest first): some entries from above.
SMILES,NPY-Y1 antag,RBBP9 inhibitor,NPY1 pot ag,p97 ATPase inh,MDM2 E3 inh,Runt-SMMHC FRET,Runt-CBFb FRET,NPY2 pot ag,Hck Nef HTS
COc1ccc(C(=O)/C=C/c2ccc(OC3CSC3)cc2)cc1,0,-5,-20,3,-10,0,-1,-9,4
Cc1cc(=O)[nH]c(N=N/C(=N/Nc2ccccc2C)c2ccccc2)n1,2,-5,10,-3,3,-4,-2,8,-1
CC(O)[C@H]1CN=C(N)N1CCc1cc(C(F)(F)F)cc(C(F)(F)F)c1 (stereo partly specified),.,.,.,.,17,-2,0,.,19
CCOC(=O)N1CCC(NC(=O)C2CCCN(S(=O)(=O)c3cccc4nsnc34)C2)CC1 (stereo unspecified),-7,-5,5,1,.,3,1,-4,2
CCOc1cccc2sc(N(CCN(CC)CC)C(=O)c3cccc([N+](=O)[O-])c3)nc12,14,0,-8,0,-7,0,0,-16,7

# New compounds follow:
SMILES,NPY-Y1 antag,RBBP9 inhibitor,NPY1 pot ag,p97 ATPase inh,MDM2 E3 inh,Runt-SMMHC FRET,Runt-CBFb FRET,NPY2 pot ag,Hck Nef HTS
Cc1cccc(NC2=CC(=O)OC(C)C2)c1 (stereo unspecified),3,-8,-2,2,-29,1,-1,18,-14
Cc1c(Cl)cccc1NC(=S)Nc1ccccn1,1,-8,-8,2,-1,5,2,-5,0
O=C1OC(/C(=C\Nc2cc(Cl)ccc2O)[N+](=O)[O-])c2ccccc21 (stereo unspecified),-3,-2,6,5,-5,13,29,4,15
Cc1onc(-c2ccc(Cl)cc2Cl)c1-c1csc(N/N=C/c2ccccc2)n1,.,-6,26,3,-15,4,4,21,7
O=c1cnnc(NCc2ccccc2)[nH]1,0,-1,8,-3,12,-2,-1,0,1

# Screens (PubChem BioAssay)
